Screens deposited in PubChem by several laboratories.
MRP resist rev: MRP-mediated drug resistance reversal; differential viability (reversal), % at 10 µM; 85,000 tested, 0.04% active; H69AR cells + 2 uM doxorubicin, CellTiter-Glo, 72 h; AID 602;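 active = viability drop by adding the cancer drug above about 55%, with treated viability meeting a 40% cutoff, limit read from the data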;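 also: viability without doxorubicin minus viability with 2 µM doxorubicin for each compound; larger differential means the compound sensitizes cells more to doxorubicin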
Bcl-B displacement: displacers of TR3 peptide from Bcl-B, primary screen, selectivity assay for Bfl-1 inhibitor project, biochemical, fluorescence polarization. FP displacement of FITC-TR3 peptide from Bcl-B; higher % means a stronger effect. AID 748. 96,000 tested, 0.11% active. displacement, % at 20 µM, or IC50 in µM where a hit was titrated;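 active = displacement above 50% at 20 µM plus a fluorescence interference ratio under 1.5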;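 also: plate controls were wells without compound for no effect and wells lacking Bcl-B protein for full effect; a part of the inactive calls stands beside numbers as strong as those of hits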
MRP resist rev cytotoxicity: second read-out of MRP resist rev, no call of its own (marks repeat the call); viability, %; H69AR cells, CellTiter-Glo, 72 h; measured here: cytotoxicity without doxorubicin
MRP resist rev with doxorubicin: also measured in MRP resist rev; calls as there; viability, %; measured here: viability with 2 uM doxorubicin; stronger effect = lower value
* hit, by the source's call; nt = no result given. Not all compounds are listed. The share of hits here may be higher or lower than overall.

1: Cc1cnc(-c2nnc(N(C)C(=O)c3cnccn3)s2)cn1
2: CCOc1ccc(C2CC(c3ccc(F)cc3)n3ncnc3N2)cc1 (stereo not given)
3: Cc1coc2c(O)cc3c(c12)OC1(N2CCCCC2)C(=O)NCCCC31 (stereo not given)
4: COCCCNC(=O)c1sc2ncnc(N3CCc4ccccc4C3)c2c1C
5: COc1ccc(NC(=O)CSc2nnc(Cn3c(=O)sc4ccccc43)n2C)c(OC)c1
assay / entry,1,2,3,4,5
MRP resist rev,3,6,-2,-47,7
MRP resist rev cytotoxicity,98,90,1,28,93
MRP resist rev with doxorubicin,95,83,3,75,85
Bcl-B displacement,nt,nt,nt,nt,nt

6: Nc1ncnc2c1ncn2[C@@H]1O[C@H](CO)[C@@H](O)[C@H]1O
7: COc1ccc(CCNC(=O)C2CCN(Cc3nc(-c4ccc(Cl)cc4)oc3C)CC2)cc1OC
8: COc1ccccc1Cn1c(=O)c2ccccc2n2c(SCC(=O)N3CCCCC3)nnc12
9: Oc1c(C(c2ccc(F)cc2)N2CCc3ccccc3C2)sc2ncnn12 (stereo not given)
10: COC(=O)c1ccc2c(=O)n(CCN3CCOCC3)c(SCC(=O)NC3CCCCC3)nc2c1
assay / entry,6,7,8,9,10
MRP resist rev,-9,18,-16,3,4
MRP resist rev cytotoxicity,91,101,78,91,90
MRP resist rev with doxorubicin,100,83,94,88,86
Bcl-B displacement,nt,nt,nt,nt,nt

11: Cc1cc(NS(=O)(=O)c2ccc(N)cc2)no1
12: Cc1cc(Nc2cccc(Cl)c2C)n2ncnc2n1
13: Cn1c(=O)[nH]c(=O)c2c1nc(CN1CCN(c3ccc(F)cc3)CC1)n2CCN1CCOCC1
14: CNC(=O)c1cc2c(=O)n3cccc(C)c3nc2n1C
15: Cc1ccc(-c2cc3c(nn2)-c2ccccc2C3=O)cc1
assay / entry,11,12,13,14,15
MRP resist rev,5,7,13,-11,-8
MRP resist rev cytotoxicity,105,91,92,75,12
MRP resist rev with doxorubicin,101,84,79,85,20
Bcl-B displacement,nt,nt,nt,nt,nt

16: Cc1sc2ncnc(Sc3nnc4sc5ccccc5n34)c2c1C
17: Nc1ccc(S(=O)(=O)c2ccc(N)cc2)cc1
18: CC(C)OCCCNC(=O)c1ccc2c(c1)ncn2C1CCCC1
19: NS(=O)(=O)c1cc2c(cc1C(F)(F)F)NCNS2(=O)=O
20: COc1ccc(C2C(C(=O)c3sc(C)nc3C)=C(O)C(=O)N2CCCn2ccnc2)cc1 (stereo not given)
assay / entry,16,17,18,19,20
MRP resist rev,-24,7,8,-7,18
MRP resist rev cytotoxicity,35,95,93,91,94
MRP resist rev with doxorubicin,59,88,84,98,76
Bcl-B displacement,nt,nt,nt,nt,nt

21: COc1ccc(C(=O)OCC(=O)c2ccc(C)c(S(=O)(=O)N3CCOCC3)c2)cc1OC
22: O=C(c1cnc2n(c1=O)CCS2)N1CCc2ccccc21
23: CCC(=O)Nc1nonc1-c1nc2ccccc2n1Cc1ccc(Cl)c(Cl)c1
24: COC(=O)c1ccc2c(c1)NC1=C(C(=O)CC(C)(C)C1)C(c1ccncc1)N2 (stereo not given)
25: CCCS(=O)(=O)N1CCN(C(=O)COc2ccc(-c3ccccc3)cc2)CC1
assay / entry,21,22,23,24,25
MRP resist rev,6,9,-3,8,-2
MRP resist rev cytotoxicity,87,104,16,95,90
MRP resist rev with doxorubicin,80,96,19,86,92
Bcl-B displacement,nt,nt,nt,nt,nt

26: Cc1cccc(NC(=O)c2cc3ccccc3c(=O)o2)n1
27: CCn1cc(C(=O)N2CC(C)CC(C)C2)c(=O)c2cc(S(=O)(=O)N(C)C)ccc21 (stereo not given)
28: CCCn1c(=NC(=O)c2ccncc2)c(C(=O)OCC)cc2c(=O)n3cccc(C)c3nc21
29: COCCn1c(CN2CCN(c3ccccc3F)CC2)nc2c1c(=O)n(C)c(=O)n2C
30: Cc1ccc(N=C2N=C(N)c3ccccc32)cc1C
assay / entry,26,27,28,29,30
MRP resist rev,-4,-3,-5,19,-11
MRP resist rev cytotoxicity,81,96,83,103,42
MRP resist rev with doxorubicin,84,99,88,84,52
Bcl-B displacement,nt,nt,nt,nt,nt

31: CCOC(=O)c1sc(NC(=O)C(CC)Sc2nc3ccccc3[nH]2)nc1C (stereo not given)
32: Cc1cc(OCC(=O)NCCO)ccc1Cl
33: COc1c(Cl)cc(-c2noc(C)c2C(=O)NC(C)C)cc1Cl
34: CCOC(=O)c1ccc(Oc2nc(OC)nc(N(C)C)n2)cc1
35: CCOCCn1c(CN2CCN(CCO)CC2)nc2c1c(=O)n(C)c(=O)n2C
assay / entry,31,32,33,34,35
MRP resist rev,6,-6,16,0,21
MRP resist rev cytotoxicity,95,99,101,88,111
MRP resist rev with doxorubicin,89,105,85,88,89
Bcl-B displacement,nt,nt,nt,nt,nt

36: Cc1cccn2c(=O)c3cc(C(=O)N4CCN(c5ccccc5)CC4)n(C)c3nc12
37: CCN1CCN(Cc2nc3c(c(=O)n(C)c(=O)n3C)n2Cc2ccc(Cl)cc2Cl)CC1
38: O=C(NCc1ccc2c(c1)OCO2)c1nnc(Cc2ccc(Cl)cc2)o1
39: CCOC(=O)c1c(C)c(C(=O)Nc2cc(F)ccc2F)c(C)n1C
40: O=S(=O)(c1ccc(F)cc1)N1CCN(Cc2ccccc2C(F)(F)F)CC1
assay / entry,36,37,38,39,40
MRP resist rev,-3,-11,6,-19,13
MRP resist rev cytotoxicity,95,69,98,20,94
MRP resist rev with doxorubicin,98,79,92,38,81
Bcl-B displacement,nt,nt,nt,nt,nt

41: O=c1c2ccccc2nc2c3ccccc3c(N3CCOCC3)nn12
42: COc1ccc2oc(C(=O)C3CC3)c(NC(=O)CCCN3C(=O)c4ccccc4C3=O)c2c1
43: COc1cc2c(=O)n(Cc3ccccc3)c(=O)n(CC(=O)C(C)(C)C)c2cc1OC
44: N#Cc1cc2c(=O)n3ccccc3nc2n(Cc2cccnc2)c1=O
45: Cc1cccn2c(=O)c3cc(C(=O)NCc4ccco4)c(=N)n(CCc4ccccc4)c3nc12
assay / entry,41,42,43,44,45
MRP resist rev,-4,-2,15,19,3
MRP resist rev cytotoxicity,77,31,90,97,31
MRP resist rev with doxorubicin,81,33,75,77,28
Bcl-B displacement,nt,nt,nt,nt,nt

46: C[N+](C)(C)CCCCCCCCCC[N+](C)(C)C
47: Cc1cc(C)n(CCc2nc(-c3cccs3)cs2)n1
48: CCn1c(=O)c2cc(C(=O)N3CCCC3)sc2c2ccccc21
49: Cc1cccn2c(=O)c3cc(C#N)c(=NC(=O)c4ccccc4)n(Cc4ccco4)c3nc12
50: c1ccc(-n2ncc3c(NC4CCCCCC4)ncnc32)cc1
assay / entry,46,47,48,49,50
MRP resist rev,-11,17,-15,27,-20
MRP resist rev cytotoxicity,87,107,55,49,48
MRP resist rev with doxorubicin,98,89,70,22,68
Bcl-B displacement,nt,nt,nt,nt,nt

Exported with two lines to a compound: part of the list above
Below each SMILES – MRP resist rev	MRP resist rev cytotoxicity	MRP resist rev with doxorubicin	Bcl-B displacement
30	Cc1ccc(N=C2N=C(N)c3ccccc32)cc1C
 : -11	42	52	nt
31	CCOC(=O)c1sc(NC(=O)C(CC)Sc2nc3ccccc3[nH]2)nc1C (stereo not given)
 : 6	95	89	nt
32	Cc1cc(OCC(=O)NCCO)ccc1Cl
 : -6	99	105	nt
33	COc1c(Cl)cc(-c2noc(C)c2C(=O)NC(C)C)cc1Cl
 : 16	101	85	nt
34	CCOC(=O)c1ccc(Oc2nc(OC)nc(N(C)C)n2)cc1
 : 0	88	88	nt
35	CCOCCn1c(CN2CCN(CCO)CC2)nc2c1c(=O)n(C)c(=O)n2C
 : 21	111	89	nt
36	Cc1cccn2c(=O)c3cc(C(=O)N4CCN(c5ccccc5)CC4)n(C)c3nc12
 : -3	95	98	nt
37	CCN1CCN(Cc2nc3c(c(=O)n(C)c(=O)n3C)n2Cc2ccc(Cl)cc2Cl)CC1
 : -11	69	79	nt
38	O=C(NCc1ccc2c(c1)OCO2)c1nnc(Cc2ccc(Cl)cc2)o1
 : 6	98	92	nt
39	CCOC(=O)c1c(C)c(C(=O)Nc2cc(F)ccc2F)c(C)n1C
 : -19	20	38	nt
40	O=S(=O)(c1ccc(F)cc1)N1CCN(Cc2ccccc2C(F)(F)F)CC1
 : 13	94	81	nt
41	O=c1c2ccccc2nc2c3ccccc3c(N3CCOCC3)nn12
 : -4	77	81	nt
42	COc1ccc2oc(C(=O)C3CC3)c(NC(=O)CCCN3C(=O)c4ccccc4C3=O)c2c1
 : -2	31	33	nt
43	COc1cc2c(=O)n(Cc3ccccc3)c(=O)n(CC(=O)C(C)(C)C)c2cc1OC
 : 15	90	75	nt
44	N#Cc1cc2c(=O)n3ccccc3nc2n(Cc2cccnc2)c1=O
 : 19	97	77	nt
45	Cc1cccn2c(=O)c3cc(C(=O)NCc4ccco4)c(=N)n(CCc4ccccc4)c3nc12
 : 3	31	28	nt
46	C[N+](C)(C)CCCCCCCCCC[N+](C)(C)C
 : -11	87	98	nt
47	Cc1cc(C)n(CCc2nc(-c3cccs3)cs2)n1
 : 17	107	89	nt

The list goes on.
51: NS(=O)(=O)c1cc2c(cc1Cl)NC(C(Cl)Cl)NS2(=O)=O (stereo not given)
52: COc1ccc(-c2cc3nc(C)cc(C)n3n2)c(OC)c1
53: Cc1ccc(C(CC(=O)O)Nc2nc(N3CCOCC3)nc(N3CCOCC3)n2)cc1 (stereo not given)
54: COc1ccccc1N1CCN(C(CNS(=O)(=O)c2cc(F)ccc2F)c2cccnc2)CC1 (stereo not given)
55: CN1CCCN(C(c2ccccc2)c2ccc(Cl)cc2)CC1 (stereo not given)
assay / entry,51,52,53,54,55
MRP resist rev,5,-11,0,5,-27
MRP resist rev cytotoxicity,95,93,101,89,25
MRP resist rev with doxorubicin,90,104,100,84,52
Bcl-B displacement,nt,nt,nt,nt,nt

56: O=C(Nc1cccnc1)c1cccnc1
57: Cc1ccc(CN2C(=O)CCC2C(=O)NCCN2CCN(c3cccc(Cl)c3)CC2)cc1 (stereo not given)
58: COC(=O)CSCc1nc2ccccc2[nH]c1=O
59: Cc1nc(Nc2ncc3c(n2)CCCC3=O)nc2ccccc12
60: CCOc1ccc(OCC)c(NC(=O)CN2CCN(c3ccc(C)cc3C)CC2)c1
assay / entry,56,57,58,59,60
MRP resist rev,-38,5,-5,-3,-7
MRP resist rev cytotoxicity,45,104,84,102,96
MRP resist rev with doxorubicin,83,99,89,105,103
Bcl-B displacement,nt,nt,nt,nt,nt

61: C[C@H](CS)C(=O)N1CCC[C@H]1C(=O)O
62: Cc1cc(Nc2ccc(C)c(Br)c2)n2nc(C)nc2n1
63: O=C(CN1C(=O)c2cccc3cccc1c23)Nc1ccccc1C(=O)NCc1ccco1
64: Cc1nccn1-c1c2c(c(C#N)c3nc4ccccc4n13)CCCC2
65: COc1ccccc1-c1noc(CCC(=O)Nc2cccc(C(F)(F)F)c2)n1
assay / entry,61,62,63,64,65
MRP resist rev,1,-7,-5,4,8
MRP resist rev cytotoxicity,96,70,70,84,87
MRP resist rev with doxorubicin,95,77,75,80,79
Bcl-B displacement,nt,nt,nt,nt,nt

66: CC(C)N1C(=O)CCC1C(=O)N1CCN(c2ccccn2)CC1 (stereo not given)
67: CC(C)(S)[C@@H](N)C(=O)O
68: CCN(CC)Cc1c[nH]c2c(C(=O)OC)cccc12
69: CN1CCC(=C2c3ccccc3C=Cc3ccccc32)CC1
70: COc1ccc(N2CCN(C(=O)CCNS(=O)(=O)c3ccc4c(c3)CCC(=O)N4)CC2)cc1
71: CC1CCN(c2nc3ccccc3nc2C(C#N)S(=O)(=O)c2ccccc2)CC1 (stereo not given)
72: CCN1CCN(C(=O)c2nn(-c3ccc(OC)cc3)c(=O)c3c2c2ccccc2n3C)CC1
73: O=C(COc1ccccc1)NCC(=O)N/N=C/c1cccs1
assay / entry,66,67,68,69,70,71,72,73
MRP resist rev,3,-17,-4,-6,8,-1,-13,nt
MRP resist rev cytotoxicity,89,92,86,46,104,80,67,nt
MRP resist rev with doxorubicin,86,108,91,52,96,81,81,nt
Bcl-B displacement,nt,nt,nt,nt,nt,nt,nt,-4%
